Assay outcomes (PubChem)
MEKK3 PB1 HTS: modulators of MEKK3-MEK5 PB1 binding, primary screen, biochemical, wildtype MEKK3, multiplex bead flow cytometry, Alexa488-MEK5 | bead-based flow cytometry, Alexa488-MEK5 binding to MEKK3; actives lie on both sides; 0 = blocked by unlabeled MEK5, 100 = vehicle | binding response (% of control), % at 10 µM | 1.4% of 290,000 active;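 active means binding response more than 3 SD above or below the average of its plate-row segment, actives on both sides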;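 further: Alexa488 bead fluorescence after subtracting the streptavidin-only scavenger bead signal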
M18AAP inhibitor: PfM18AAP inhibitors, malaria aminopeptidase, primary screen, biochemical, QFRET, recombinant enzyme. 1.2% of 290,000 active. AID 1822, 2009. M18 aspartyl aminopeptidase (Plasmodium falciparum 3D7). inhibition, % at 7.35 µM. H-Glu-NHMec fluorogenic cleavage;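 active means inhibition above the campaign mean inhibition over all tested compounds plus 3 SD, cut at about 28% in these data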;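 further: 0% = plate median of test compound wells and 100% = 2 mM ZnCl2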
MEKK2wt PB1 HTS: modulators of MEK5 binding to wildtype MEKK2, primary screen, biochemical, multiplex bead flow cytometry, Alexa488-MEK5; Mitogen-activated protein kinase kinase kinase 2 (Homo sapiens), Q9Y2U5; Alexa488-MEK5 binding to MEKK2 WT; actives lie on both sides; binding response (% of control), % at 10 µM; 1.1% of 290,000 active; AID 1531, 2009; in the data active means binding response below about 67% or above about 130%
p-CIP stab down: p/CIP-EGFP fusion destabilizers, primary screen, fluorescence, F442A cells | Q05BA5 | 0.01% of 290,000 active | 16 h | decrease of EGFP signal, % at 10 µM;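 active means EGFP signal decrease of at least 30% at 10 µM or well 3 SD below plate mean, unless failing retest; inactive means the rest, including hits failing retest or dose response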; further: some compounds called inactive have numbers as strong as hits; many of its hits are not listed in these tables
NALP1 yeast inh: NALP1 inflammasome inhibitors in reconstituted yeast, colorimetric, S. cerevisiae, triplicate retest; S. cerevisiae NALP1/ASC/caspase-1 growth, X-gal OD620, 72 h; 0.61% of 280,000 active; AID 2071, 2009; inhibition, % at 10 µM; in the data active means inhibition mostly above about 24%, no sharp cut-off; inactive means mostly below about 32%; further: some compounds called inactive have numbers as strong as hits
MEKK2 mut-MEK5: MEK5 binding signal on mutant MEKK2 PB1, primary screen, biochemical, multiplex bead flow cytometry, Alexa488-MEK5. Alexa488-MEK5 binding to MEKK2 mutant. percent response, % at 10 µM. 0.35% of 290,000 active. AID 1530, 2009; in the data active means percent response above about 24%, passing the limit was not always enough; further: inactives centre near 1; some results filed as inactive read as strong as hits; reference of the scale not given here
IDE act: human IDE activators in live cells, primary screen, fluorescence polarization, HEK cells, FAbeta-B substrate; 0.073% of 340,000 active; AID 493087, 2011; FAbeta-B cleavage; 0% vehicle, 100% cell-free pure enzyme wells; activation, % at 5.96 µM; Insulin-degrading enzyme (Homo sapiens), P14735;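 active means activation above the mean of all tested compounds plus 3 SD, set per screening campaign, cut at about 17% in these data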
Target sequence (P14735 whole entry, looked up): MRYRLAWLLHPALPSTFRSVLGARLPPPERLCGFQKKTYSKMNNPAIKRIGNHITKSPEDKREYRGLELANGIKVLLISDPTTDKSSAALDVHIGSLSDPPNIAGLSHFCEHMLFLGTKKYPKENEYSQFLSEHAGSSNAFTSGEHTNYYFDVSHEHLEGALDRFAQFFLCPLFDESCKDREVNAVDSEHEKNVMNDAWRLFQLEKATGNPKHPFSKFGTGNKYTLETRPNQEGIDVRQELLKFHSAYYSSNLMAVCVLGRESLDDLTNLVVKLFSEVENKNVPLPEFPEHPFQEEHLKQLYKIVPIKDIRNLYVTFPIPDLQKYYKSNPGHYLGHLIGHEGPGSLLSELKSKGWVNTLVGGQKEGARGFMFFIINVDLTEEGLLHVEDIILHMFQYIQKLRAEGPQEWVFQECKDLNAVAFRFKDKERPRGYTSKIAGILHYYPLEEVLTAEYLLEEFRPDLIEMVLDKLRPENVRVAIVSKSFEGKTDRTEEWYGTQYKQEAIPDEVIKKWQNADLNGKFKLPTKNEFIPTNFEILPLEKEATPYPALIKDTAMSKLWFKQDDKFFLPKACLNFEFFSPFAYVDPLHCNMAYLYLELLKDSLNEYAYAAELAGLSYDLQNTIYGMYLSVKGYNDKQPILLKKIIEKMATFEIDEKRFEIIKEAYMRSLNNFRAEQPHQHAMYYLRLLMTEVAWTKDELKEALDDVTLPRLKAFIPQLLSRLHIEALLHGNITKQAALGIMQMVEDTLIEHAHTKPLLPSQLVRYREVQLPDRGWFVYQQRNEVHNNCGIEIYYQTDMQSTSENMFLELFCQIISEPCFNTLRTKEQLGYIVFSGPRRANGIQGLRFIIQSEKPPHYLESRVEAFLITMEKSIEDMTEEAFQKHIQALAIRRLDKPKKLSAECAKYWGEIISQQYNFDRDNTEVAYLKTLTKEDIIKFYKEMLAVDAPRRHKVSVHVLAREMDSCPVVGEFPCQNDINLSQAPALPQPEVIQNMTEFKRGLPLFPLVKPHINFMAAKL
SUMO HTRF inh: inhibitors of in vitro SUMOylation cascade, primary screen, biochemical, HTRF, uHTS. SUMO-conjugating enzyme UBC9 (Homo sapiens), P63279. HTRF SUMOylation assay, SAE1/SAE2 + UBC9. inhibition, % at 35 µM. 0.36% of 290,000 active; in the data active means inhibition above about 50%, passing the limit was not always enough; further: strong numbers were not always called active
IDE inh: human IDE inhibitors in live cells, primary screen, fluorescence polarization, HEK cells, FAbetaB substrate | Insulin-degrading enzyme (Homo sapiens), P14735 | inhibition, % at 5.59 µM | FAbetaB cleavage | 0.41% of 320,000 active | AID 434962, 2010;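 active means percent inhibition above the average of all tested compounds plus 3 SD, set per screening campaign, cut at about 16% in these data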;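 further: IDE supplied by intact live HEK cells; FP after avidin binding of uncleaved biotin substrate so inhibition keeps polarization high; 0% = DMSO wells and 100% = 60 µM reference IDE inhibitor Ii1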
Active calls of the source: *; . = not tested or not shown; [ ] = another dose, or the depositor's remark.

SMILES	MEKK3 PB1 HTS	M18AAP inhibitor	MEKK2wt PB1 HTS	p-CIP stab down	NALP1 yeast inh	MEKK2 mut-MEK5	IDE act	SUMO HTRF inh	IDE inh
CCC1CCCCN1C(=O)CCc1nnc(Cc2c[nH]c3ccccc23)o1 (stereo not given)	100	1	95	-8	11	-4	-4	7	-1
COc1ccc(C(=O)CSc2nnc(CNc3ccc(C)cc3C)n2Cc2ccco2)cc1	116	2	125	-2	27	6	3	28	7
CSc1ncc(S(=O)(=O)c2ccccc2)c(=O)[nH]1	102	0	102	-12	4	1	5	6	-2
Cc1ccc2oc(=O)n(CC(=O)c3ccc(F)cc3)c2c1	58	-3	62	-4	22	-43	7	5	3
CCOC(=O)C(=O)Nc1ccc([N+](=O)[O-])cc1OC	104	2	100	-3	40	-1	6	18	1
O=C(CSc1nc2ccc(Cl)cc2[nH]1)Nc1ccc2c(c1)CCC2	100	5	100	0	25	8	0	-6	1
CC(NC(=O)CN1CCc2ccccc21)c1ccccc1 (stereo not given)	106	-1	105	-6	18	4	1	-3	7
O=C(Nc1ccccn1)NC1CCS(=O)(=O)C1 (stereo not given)	101	-6	98	-1	4	-2	3	-6	-2
COc1ccc(C(=O)Nc2cc(C)nc3ccccc23)cc1OC	108	-7	105	-1	3	5	7	11	-8
COc1ccc(/C=C/C(=O)Nc2nc(C)c(C(=O)N(C)C)s2)cc1OC	95	1	99	-1	38	-1	-4	5	-4
Cn1ccnc1Sc1ccc(C(N)=O)cc1[N+](=O)[O-]	109	-1	104	-1	-8	2	2	12	-3
CCOC(=O)c1cnc2ccc(C(=O)OC)cc2c1Nc1ccc(C(=O)O)cc1	101	5	91	2	-4	-13	2	3	-1
Cc1cnc(NC(=O)CSc2c(Cl)cccc2Cl)s1	105	2	105	6	29	6	0	-8	1
OCC(Cc1ccc2c(c1)OCO2)C(CO)Cc1ccc2c(c1)OCO2 (stereo not given)	114	.	112	-5	3	9	8	-24	2
C[C@@H]1C[C@@H]2OC(=O)[C@]3(C)[C@H]2[C@@H](OC3(C)O)[C@]2(C)C(=O)CC[C@H]12 (stereo not given in full)	85	.	85	-8	-10	-14	.	2	3
CCN(CC)CCCNC(=S)N(Cc1cccnc1)Cc1cc2cccc(C)c2[nH]c1=O	95	-5	101	-9	0	-2	5	20	-5
Cc1ccc2c(c1)cc(CN(Cc1cccs1)C(=O)c1ccco1)c1nnnn12	96	0	95	-6	-7	-3	-1	9	-5
COC(=O)CS(=O)(=O)c1cccc2cccnc12	3.0*[inhibitor]	-2	4.0*[inhibitor]	32	13	-60	2	-14	1
O=C(N/N=C/C(Br)=C/c1ccccc1)NC1CCCCC1	101	11	102	-9	-6	-2	-2	-39	-2
Cc1ccc(N(C(=O)CCC(=O)Nc2cc(C)on2)C(C(=O)NC2CCCC2)c2ccccc2)cc1 (stereo not given)	102	-3	98	-19	5	-5	5	1	-3
Cn1nnc(NC(=S)NC(=O)c2ccccc2)n1	102	-6	105	-16	9	6	-2	15	5
Cc1ccc(S(=O)(=O)NC2CC2)s1	103	0	105	-1	-1	7	2	11	9
CCCN1CCN(C(=O)CCCn2c(C)c3cnn(-c4ccccc4)c(=O)c3c2C)CC1	97	.	108	-1	-13	3	5	3	3
O=C(OCCN1CCOCC1)c1cccc(F)c1	108	-2	114	-9	25	15	7	-9	4
COc1cc(/C=N/Nc2ccc(Cl)c(C(=O)O)c2)ccc1OCC(=O)N1C(C)CCCC1C (stereo not given)	96	24	94	-5	-17	-5	0	26	1
Next structures:
SMILES	MEKK3 PB1 HTS	M18AAP inhibitor	MEKK2wt PB1 HTS	p-CIP stab down	NALP1 yeast inh	MEKK2 mut-MEK5	IDE act	SUMO HTRF inh	IDE inh
FC(F)(F)c1cccc(N2CCN(CC3CC=CCC3)CC2)c1 (stereo not given)	.	5	.	6	7	.	3	-4	-2
COc1ccc(Nc2c3c(nc4ccccc24)CCC3)c(OC)c1	101	-6	103	-5	27	0	-6	12	-3
Cc1ccc(OCCCCN2CCCCC2)c(Br)c1	90	-7	100	9	58	-3	4	-8	11
Cc1c(Cc2ccccc2)c(=O)oc2cc(OCC(=O)c3ccccc3)ccc12	104	-2	95	-2	20	-1	-1	4	2
CCc1cc(C(=O)Nc2ncccc2O)sc1C	104	12	114	4	12	10	-3	2	1
S=c1[nH]nc(-c2ccccc2)n1/N=C/c1cccc(Cl)c1	102	15	102	7	-37	-1	-7	-2	3
CC(Sc1nc2cc([N+](=O)[O-])ccc2n1-c1ccc(F)cc1)C(=O)NCc1ccc2c(c1)OCO2 (stereo not given)	88	12	89	-5	.	-1	4	-7	5
Cc1ccc(CN(Cc2cccnc2)C(=S)Nc2cc(Cl)ccc2C)cc1	86	7	85	-7	-3	-4	1	-2	2
Cc1ccc2oc(=O)c(/C=C(\O)c3sc(C)nc3C)nc2c1	127	29*	104	-1	42	0	2	-4	4
COC(=O)c1sccc1NC(=O)C1CC2CCC1C2 (stereo not given)	106	4	104	-11	12	4	3	-2	-2
Cc1c(NC(=O)OCCNC(=O)COc2ccc(Cl)cc2Cl)sc(=S)n1C	97	-4	104	-8	8	-1	5	-1	2
Cc1cc(C(=O)Nn2c(C3CCCCC3)nc3ccccc3c2=O)ccc1[N+](=O)[O-]	86	9	86	-6	24	-3	1	-14	2
C/C(=N\NC(=O)c1cc(Br)ccc1O)c1ccccn1	102	3	101	3	-4	2	-1	-17	.
Cc1ccc(/C([O-])=C(/C(=S)Nc2ccc(SC(F)F)cc2)[n+]2ccccc2)cc1[N+](=O)[O-]	103	-5	98	0	18	-1	3	-4	-5
O=C(N/N=C/C=C\c1ccco1)c1cccnc1	101	13	102	-6	-1	3	3	9	3
Cc1ccsc1C(=O)N1CCN(c2ccccn2)CC1	110	-1	107	-10	7	4	0	9	-4
COc1ccc(Nc2nnc(SCC(=O)Nc3cc(C)on3)s2)cc1	84	5	87	-8	10	-9	5	26	.
CCOC(=O)c1sc(=S)n(C)c1NC(=O)c1ccc(F)cc1	103	-10	97	2	-12	-1	-5	-2	8
CC(C)(C)c1nc[nH]c(=O)c1Br	101	3	107	-10	22	4	-3	5	6
COCCNC(=S)NC(=O)c1ccc(C(C)(C)C)cc1	101	-3	102	-8	15	2	0	-8	-2
O=C(C1=C(O)C(=O)N(Cc2ccco2)C1c1ccccc1F)c1cccs1 (stereo not given)	101	-10	93	-7	-6	-7	2	14	1
CC1CC(C)CN(S(=O)(=O)c2ccc3c(c2)CC(C)N3C(=O)C2CCC2)C1 (stereo not given)	100	0	97	4	4	-2	3	-4	-1
CCCOc1ccc(CC(=O)N/N=C\c2ccc(F)cc2)cc1	113	-7	114	-6	1	4	4	4	-2
O=C(Nc1ccc(N2CCN(C(=O)c3ccccc3)CC2)cc1)c1ccc(Br)o1	101	-4	98	14	.	1	1	-8	10
COc1ccccc1OCc1cc(C(=O)N(C)CCC2CCCCO2)no1 (stereo not given)	101	4	104	-14	-4	7	-1	-8	8

4 of the compounds above, as labelled records.
Cc1c(NC(=O)OCCNC(=O)COc2ccc(Cl)cc2Cl)sc(=S)n1C
- MEKK3 PB1 HTS: 97
- M18AAP inhibitor: -4
- MEKK2wt PB1 HTS: 104
- p-CIP stab down: -8
- NALP1 yeast inh: 8
- MEKK2 mut-MEK5: -1
- IDE act: 5
- SUMO HTRF inh: -1
- IDE inh: 2

Cc1cc(C(=O)Nn2c(C3CCCCC3)nc3ccccc3c2=O)ccc1[N+](=O)[O-]
- MEKK3 PB1 HTS: 86
- M18AAP inhibitor: 9
- MEKK2wt PB1 HTS: 86
- p-CIP stab down: -6
- NALP1 yeast inh: 24
- MEKK2 mut-MEK5: -3
- IDE act: 1
- SUMO HTRF inh: -14
- IDE inh: 2

C/C(=N\NC(=O)c1cc(Br)ccc1O)c1ccccn1
- MEKK3 PB1 HTS: 102
- M18AAP inhibitor: 3
- MEKK2wt PB1 HTS: 101
- p-CIP stab down: 3
- NALP1 yeast inh: -4
- MEKK2 mut-MEK5: 2
- IDE act: -1
- SUMO HTRF inh: -17
- IDE inh: .

Cc1ccc(/C([O-])=C(/C(=S)Nc2ccc(SC(F)F)cc2)[n+]2ccccc2)cc1[N+](=O)[O-]
- MEKK3 PB1 HTS: 103
- M18AAP inhibitor: -5
- MEKK2wt PB1 HTS: 98
- p-CIP stab down: 0
- NALP1 yeast inh: 18
- MEKK2 mut-MEK5: -1
- IDE act: 3
- SUMO HTRF inh: -4
- IDE inh: -5

The list goes on:
SMILES	MEKK3 PB1 HTS	M18AAP inhibitor	MEKK2wt PB1 HTS	p-CIP stab down	NALP1 yeast inh	MEKK2 mut-MEK5	IDE act	SUMO HTRF inh	IDE inh
CNC(=O)c1sc(=S)n(-c2ccc(OC)cc2)c1N	105	0	101	0	13	0	-4	11	6
COCCNC(=O)c1cccc(OC2CCN(Cc3ccc(F)c(OC)c3)CC2)c1	110	-6	115	-3	18	8	0	-10	-7
COc1ccccc1-n1c([S-])c(C(=O)Nc2ccccc2C(F)(F)F)[n+]2ccc(C(=O)NCCO)cc12	99	6	68	10	7	-14	7	4	-1
CC1(C)[C@H](C(=O)O)N2C(=O)C[C@H]2S1(=O)=O	102	.	104	.	.	3	1	.	9
COc1ccc(Cl)cc1N1C(=O)c2cccnc2C1=O	102	-5	102	-16	2	1	-1	14	-3
O=[N+]([O-])c1ccc(COc2ccc(-c3[nH]ncc3-c3ccc(Cl)cc3)c(O)c2)cc1	126	4	124	3	18	2	5	-46	1
S=c1[nH]nc(Cc2ccccc2)n1Cc1ccco1	99	11	101	-8	13	1	-3	9	1
Cc1nn(S(=O)(=O)c2ccc(C(C)C)cc2)c(C)c1S(=O)(=O)N1CCOCC1	97	-2	107	-3	11	4	6	8	-4
CC12CCC(C(=O)N(NC(=O)c3cccnc3)C1=O)C2(C)C (stereo not given)	104	-10	106	-6	15	2	-1	-9	-6
Cc1cccc(C)c1OCc1cc(C(=O)N2CCC(C3CCCCC3)C2)no1 (stereo not given)	101	0	102	-14	16	0	4	-27	-5
COc1ccc(Cn2nnnc2C(c2ccccc2Cl)N2CCN(C)CC2)cc1 (stereo not given)	112	7	112	8	25	6	-2	-13	.
CCCCCCNC(=O)c1c(O)c2ccccc2[nH]c1=O	99	-2	99	11	-14	-4	1	9	9
CCn1cc(C(=O)Nc2ccc(OC)c(OC)c2)c2cc(OC)c(OC)cc2c1=O	97	-3	95	9	4	1	3	6	-1
O=C(O)CCC(=O)N1N=C(c2c(-c3ccccc3)c3cc(Cl)ccc3[nH]c2=O)CC1c1ccco1 (stereo not given)	118	4	104	1	-2	0	0	25	4
CCc1n[nH]c(=S)n1/N=C/c1cc(Br)c(OC)cc1OC	103	8	104	4	3	1	4	-3	7
CC(=O)Nc1ccc(S(=O)(=O)Nc2c(C)n(C)n(-c3ccccc3)c2=O)cc1	109	1	114	-16	-7	15	3	-2	1

A portion of the library; the hit share may differ from the screen's.
